Screening data deposited in PubChem by several laboratories.
Yp Topo-I inh: inhibitors of Yersinia pestis topoisomerase I; Y. pestis Topo-I cleavage product accumulation, plate reader; activity, % at 10 µM; 360,000 compounds, 0.064% hits; AID 504884; in the data active = activity above about 50%, passing the limit was not always enough; note: inactives centre near 2
Mtb BioA inh: blocks M. tuberculosis BioA enzyme activity; AID 602481; purified M. tuberculosis BioA enzyme, plate reader; 360,000 compounds, 0.096% hits; inhibition, % at 9.99 µM; in the data active = inhibition above about 40%
UGM FP inh: inhibitors of M. tuberculosis UDP-galactopyranose mutase; purified UGM, fluorescence polarization probe displacement; inhibition, % at 10 µM; 320,000 compounds, 0.06% hits; in the data active = inhibition above about 10%, passing the limit was not always enough
Target sequence (P9WIQ1 whole entry, looked up): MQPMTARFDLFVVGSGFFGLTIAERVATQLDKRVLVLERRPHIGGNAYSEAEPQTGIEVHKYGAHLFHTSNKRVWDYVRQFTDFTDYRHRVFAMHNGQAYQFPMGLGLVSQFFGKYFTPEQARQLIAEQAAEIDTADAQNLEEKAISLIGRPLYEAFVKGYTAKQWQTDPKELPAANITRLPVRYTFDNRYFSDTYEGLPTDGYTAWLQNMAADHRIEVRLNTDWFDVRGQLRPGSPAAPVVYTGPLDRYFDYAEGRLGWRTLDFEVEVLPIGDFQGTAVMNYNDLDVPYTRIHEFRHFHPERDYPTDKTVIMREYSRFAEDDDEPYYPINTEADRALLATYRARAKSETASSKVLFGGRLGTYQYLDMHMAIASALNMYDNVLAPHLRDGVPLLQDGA
Vc quorum ag: inducers of Vibrio cholerae quorum light production without autoinducers | activation, % at 18.7 µM | V. cholerae BH1578 lux reporter, luminescence, 6 h | 350,000 compounds, 0.16% hits; in the data active = activation mostly above about 9.7%, no sharp cut-off; note: not every result past the cut was called active; inactives centre near 0; reference of the scale not given here
TcdB GH inh: blocks C. difficile toxin B glycohydrolase activity; P18177; TcdB glycohydrolase enzymatic assay, plate reader; inhibition, % at 9.99 µM; 350,000 compounds, 0.24% hits; AID 652162; in the data active = inhibition above about 10%
PfHsp40 rescue: compounds rescuing yeast from Plasmodium falciparum HSP40 toxicity. S. cerevisiae expressing PfHsp40, growth rescue, ATP luminescence. growth rescue, % at 12.5 µM. 340,000 compounds, 0.68% hits. AID 504582; in the data active = growth rescue above about 28%, passing the limit was not always enough;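 note: yeast W303a lacking pdr1 and pdr3 grown in galactose medium; growth measured after three days at 30 °C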
GDH-TPI counter: counter-screen for M. tuberculosis FBA inhibitors: GDH-TPI coupled enzymes; GDH-TPI coupled enzyme counterscreen, NADH absorbance; inhibition, % at 4.8 µM; 360,000 compounds, 1.2% hits; in the data active = inhibition above about 30%;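 note: 0% = DMSO wells and 100% = wells lacking the enzyme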
FadD28 binding: inhibitors of Mycobacterium tuberculosis FadD28 bisubstrate binding; AID 588549; 360,000 compounds, 0.22% hits; FadD28 bisubstrate probe binding, fluorescence polarization; inhibition, % at 12.5 µM; in the data active = inhibition above about 8.5%, passing the limit was not always enough
FBA Mtb inh: Mtb fructose-bisphosphate aldolase inhibition; P9WQA3; purified M. tuberculosis FBA, fluorescence read-out; inhibition, % at 1 µM; 360,000 compounds, 2.3% hits; AID 588726; in the data active = inhibition above about 27%;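 note: 0% = vehicle and 100% = reference inhibitor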
Target sequence (P9WQA3 whole entry, looked up): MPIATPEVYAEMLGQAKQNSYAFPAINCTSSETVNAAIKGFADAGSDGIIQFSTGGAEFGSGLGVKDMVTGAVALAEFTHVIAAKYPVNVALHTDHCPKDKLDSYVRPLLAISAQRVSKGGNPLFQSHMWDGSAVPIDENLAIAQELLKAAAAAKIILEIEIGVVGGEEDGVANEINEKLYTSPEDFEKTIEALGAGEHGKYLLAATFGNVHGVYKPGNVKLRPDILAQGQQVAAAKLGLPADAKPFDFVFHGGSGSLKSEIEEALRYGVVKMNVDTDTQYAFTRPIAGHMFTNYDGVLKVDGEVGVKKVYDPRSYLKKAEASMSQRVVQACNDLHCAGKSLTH
Active calls of the source: *; i = inactive; nt = not tested or not shown. Rows are unselected, and some 4.6% of all compounds hit somewhere here.

SMILES	Yp Topo-I inh	Mtb BioA inh	UGM FP inh	Vc quorum ag	TcdB GH inh	PfHsp40 rescue	GDH-TPI counter	FadD28 binding	FBA Mtb inh
CN(C)C(=O)Cn1cnc2c(cnn2-c2ccccc2Cl)c1=O	6	-0.7	2.5	1.4	3.7	6.4	4	-1.9	3
Cc1ccc(SCC(=O)OC(C)C(=O)NC2CCCCC2C)c(C)c1 (stereo unspecified)	35	1.2	-0.7	-0.3	2.1	-0.4	1	-2.2	-3
C#Cc1ccc([C@@H]2C=C(C(=O)Nc3ccccc3)O[C@H](OCC)[C@H]2CCCO)cc1	9	-1.1	-1.1	-1.0	-3.0	-1.0	-7	-1.6	0
CCCCNC(=O)CCc1nc2cccnc2n1Cc1ccccc1	-5	-0.1	-0.5	i	0.4	-0.7	-3	-0.4	1
OC1CCCN(CC(O)c2ccccc2)C1 (stereo unspecified)	-3	-7.1	2.9	-0.9	1.5	-0.5	7	1.0	1
Cc1oc2c(C)c3oc(=O)c(CCC(=O)NCCN4CCOCC4)c(C)c3cc2c1C	13	-0.1	3.5	-0.6	-0.1	-0.6	4	-3.0	3
Cc1ccnc2nc(C(=O)Nc3ccc4c(c3)OCO4)nn12	5	1.2	2.7	i	nt	1.1	9	0.7	-2
O/N=C/c1cc(Br)cs1	-3	nt	-1.5	0.0	-0.2	0.5	22	0.9	1
Cc1sc(NC(=O)Cc2ccc3c(c2)OCO3)nc1-c1ccc2c(c1)CCN2C(=O)c1cccc(F)c1	15	nt	nt	-0.1	nt	-0.5	20	0.5	-1
COc1cccc(CN2C(=O)CCC2(C)C(=O)NCCc2ccc(OC)c(OC)c2)c1 (stereo unspecified)	0	-0.4	2.2	-0.9	1.0	-1.2	10	0.4	4
CCc1ccc(C2=NN(CCC(=O)NCC3CCCO3)C(=O)CC2)cc1 (stereo unspecified)	6	0.1	-3.3	-7.3	0.4	0.0	2	1.5	0
CC(C)(C)NCC1(CO)SC(N)=NC1=O (stereo unspecified)	0	-0.6	1.1	-0.4	nt	0.0	-1	-2.1	2
COc1ccccc1OCc1ccc(C(=O)N2CCCCC2)o1	9	0.0	2.1	-0.3	-0.2	-1.8	-4	-3.0	-2
CN(CC(=O)Nc1ccc(Cl)cc1)C(=O)c1cccc(S(=O)(=O)NCc2ccccc2)c1	14	0.4	1.7	4.5	0.7	0.0	7	-8.5	0
O=C(Nn1cnnc1)c1ccncc1	-1	-6.8	-1.5	i	nt	-0.6	-6	1.2	-3
Cc1ccc(S(=O)(=O)Nc2ccc3c(c2)n(C)c(=O)n3C)c(C)c1	-13	nt	5.0	0.1	-0.7	-2.0	-13	-2.1	-6
Cc1ccc(OCC(=O)Nc2ccc(NC(=O)c3ccccc3)c(C)c2)cc1	1	-0.7	0.9	i	4.3	0.4	13	-0.2	3
CCN1CCN(Cc2cccc(Oc3ccccc3)c2)CC1	1	-0.8	1.3	-0.4	1.0	-0.8	5	-2.2	7
O=C(CNC(=O)c1ccccc1F)c1ccc(Br)cc1	-4	-2.5	0.3	-10	5.3	0.9	4	-2.5	3
Cc1ccc(/C=C2/C(=N)N3N=C(CC(=O)N4CCCC4)SC3=NC2=O)cc1	4	-2.1	-1.6	-0.3	1.2	0.0	9	0.7	1
Cc1ccc(C2=NC3(CCCCC3)NC2=S)cc1	8	nt	-1.0	-0.3	1.3	-0.7	11	-1.2	-2
O=C(CCNS(=O)(=O)c1ccc(OC(F)(F)F)cc1)Nc1cccc(S(=O)(=O)N2CCCC2)c1	8	-3.9	nt	-0.9	1.0	1.3	1	-0.9	5
CCCC(=O)N(c1ccc2oc(=O)sc2c1)S(=O)(=O)c1cccs1	-10	0.1	-0.4	0.5	nt	2.1	0	-2.1	-4
Cc1ccc(C)c2[nH]c(=O)c(C(c3nnnn3Cc3ccco3)N3CCc4ccccc4C3)cc12 (stereo unspecified)	6	-0.1	3.3	i	nt	0.1	13	-2.0	2
CCOP(=O)(OCC)C(O)c1cccc([N+](=O)[O-])c1 (stereo unspecified)	1	nt	-3.7	-0.3	2.5	-1.7	-7	-0.2	0
O=C(C1=C[C@@H](C2CC2)C[C@@H](OCc2ccc(CO)cc2)O1)N1CCN(Cc2ccc3c(c2)OCO3)CC1	13	-0.5	0.6	i	0.6	0.1	6	-0.2	3
Cc1c(C(=O)Nc2ccc(-c3nnc4n3CCCCC4)cc2)oc2c1ccc1ccccc12	42	-2.4	3.0	-0.4	nt	-0.5	19	-1.6	5
Cc1ccc(C2(C)NC(=O)N(CC(=O)NCc3cccs3)C2=O)cc1 (stereo unspecified)	-2	nt	0.5	i	0.9	0.4	9	-1.7	4
COc1ccc(S(=O)Cc2ccc(C(=O)N3CCN(c4cccc(C)c4C)CC3)o2)cc1 (stereo unspecified)	3	0.7	-1.7	-0.3	1.6	2.5	-4	-2.0	-1
O=[N+]([O-])c1ccc(O)c(P(=O)(c2ccccc2)c2ccccc2)c1	3	-1.0	0.7	-0.4	3.6	13	14	-4.3	-1
CCCCN1C2=C(C(=O)CC(C)(C)C2)C(c2ccccc2)C2=C1c1ccccc1C2=O (stereo unspecified)	-6	-1.8	0.7	4.0	nt	-1.2	5	-0.1	-1
COCCCN1C(=O)C(CC(=O)NCc2cccs2)CC(C(=O)N(C)C)=C1C (stereo unspecified)	0	-1.9	nt	i	-1.4	nt	-5	-2.6	-2
COc1ccc(C(=O)c2cc(C(C)=O)c(Nc3ccccc3)s2)cc1	0	nt	-3.0	-0.5	nt	0.7	20	-2.5	3
O=C(NC1CCCCCC1)c1nc2ncccn2n1	-7	nt	-1.7	i	nt	-1.9	10	1.4	-1
Fc1cccc2sc(Nc3nnc(-c4ccco4)o3)nc12	-7	-0.7	0.2	i	nt	74*	30	-2.1	33*
Cc1onc(-c2ccccc2)c1C(=O)O/N=C(\N)c1ccc([N+](=O)[O-])o1	0	nt	0.1	-0.3	2.7	1.4	2	0.9	1
O[C@@H]1CCCC[C@H]1N1CCC(c2ccccc2)CC1	20	-1.0	-3.0	-0.2	1.0	0.0	3	0.3	1
COc1cc(C2Nc3ccccc3C(=O)N2c2ccc(Cl)cc2)c(Cl)cc1OCC(=O)O (stereo unspecified)	-1	1.4	1.2	i	nt	0.6	0	-2.9	70*
CC(=O)C1=C(S(=O)(=O)c2ccc(C)cc2)CS(=O)(=O)C1	6	nt	nt	-1.1	-0.8	0.6	6	-0.7	-3
CN(C)c1ccccc1C(=O)N1CCC(n2nccc2NC(=O)C2CC2)CC1	2	-0.7	-3.7	-0.4	2.7	1.3	-1	-0.8	-2
CN1C(=O)N(CN2CCCCC2)C2C1N(C)C(=O)N2CN1CCCCC1 (stereo unspecified)	-4	1.8	1.6	nt	nt	-1.1	8	-2.9	0
Cc1c(-c2ccccc2)c(=O)oc2ccc(O)cc12	0	0.0	0.4	-2.0	-0.1	-1.2	13	-2.3	4
O=C(/C=C/c1ccccc1[N+](=O)[O-])NCCc1ccc(F)cc1	-7	nt	-0.7	-0.3	0.9	1.2	5	-2.5	-2
CC(C)N1C(=O)N(c2ccc(Cl)cc2)C(C)(O)CC1(C)C (stereo unspecified)	6	-0.9	-1.9	-0.7	1.4	-2.0	14	0.0	2
O=C1OC(Cc2ccccn2)C(O)=C1C1=NCCCCN1 (stereo unspecified)	-3	-1.5	1.2	i	nt	-1.1	10	-2.6	0
Cc1cccc(N2CCN(C(=O)C3CCCCC3)CC2)c1C	13	0.9	1.5	i	nt	6.9	5	-1.1	1
CC(C)N(Cc1nccn1C)C(=O)CC1C(=O)NCCN1Cc1ccc(F)cc1 (stereo unspecified)	1	-0.4	-1.1	0.1	1.1	0.3	0	-1.1	1
COCCNC(=O)C(NC(=O)C1CCCCC1)C12CC3CC(CC(C3)C1)C2 (stereo unspecified)	9	-0.1	-0.8	i	1.3	-0.4	4	2.1	5

Some of the entries so far, with bars between the fields:
compound | Yp Topo-I inh | Mtb BioA inh | UGM FP inh | Vc quorum ag | TcdB GH inh | PfHsp40 rescue | GDH-TPI counter | FadD28 binding | FBA Mtb inh
O=C(/C=C/c1ccccc1[N+](=O)[O-])NCCc1ccc(F)cc1 | -7 | nt | -0.7 | -0.3 | 0.9 | 1.2 | 5 | -2.5 | -2
CC(C)N1C(=O)N(c2ccc(Cl)cc2)C(C)(O)CC1(C)C (stereo unspecified) | 6 | -0.9 | -1.9 | -0.7 | 1.4 | -2.0 | 14 | 0.0 | 2
O=C1OC(Cc2ccccn2)C(O)=C1C1=NCCCCN1 (stereo unspecified) | -3 | -1.5 | 1.2 | i | nt | -1.1 | 10 | -2.6 | 0
Cc1cccc(N2CCN(C(=O)C3CCCCC3)CC2)c1C | 13 | 0.9 | 1.5 | i | nt | 6.9 | 5 | -1.1 | 1

Next section.
SMILES	Yp Topo-I inh	Mtb BioA inh	UGM FP inh	Vc quorum ag	TcdB GH inh	PfHsp40 rescue	GDH-TPI counter	FadD28 binding	FBA Mtb inh
CC(C)NCC(O)COc1c(F)cc(Br)cc1F (stereo unspecified)	-3	-0.6	-1.8	-0.3	nt	-0.2	4	-1.9	2
CCCCC(=O)N(c1ccc(OC)cc1)C1C=CS(=O)(=O)C1 (stereo unspecified)	-3	-1.4	1.5	i	1.0	0.2	-4	-1.3	-3
Cn1cc(C(=O)N/N=C/C=C/c2ccccc2)ccc1=O	-3	1.5	-0.7	i	nt	51*	40*	-1.6	-4
COc1ccc(CCNC(=O)c2nonc2N)cc1	8	-1.6	-1.9	i	nt	0.9	7	-0.7	-2
CN(C)c1ccc(/C=N/NC(=O)c2ccc3c(c2)OCCO3)cc1	0	-0.8	0.2	i	-0.2	-1.4	24	2.9	-1
C=CCNS(=O)(=O)c1ccc(N2C(=O)c3ccccc3C2=O)cc1	2	nt	-1.8	-0.3	-1.5	-0.5	-2	-3.9	0
O=C(CCCOC(=O)c1ccc(O)cc1O)c1ccc(F)cc1	-3	-1.1	2.9	i	2.6	-0.2	2	-0.9	-2
COCCCNC(=S)NNC(=S)Nc1cccc(Cl)c1	-3	1.2	-0.4	-0.4	-4.0	-2.6	8	-1.7	0
O=C(Nn1cnnc1)c1cc(Br)ccc1Cl	-2	-5.4	-1.0	-0.4	-0.5	0.9	-7	0.0	-2
CC1CCc2nc(NC(=O)CN3CCOCC3)sc2C1 (stereo unspecified)	-6	-2.4	0.3	i	nt	0.6	-1	-0.3	-2
CC(=O)n1cc(-c2ccncc2)c2ccccc21	5	0.3	-0.9	-0.1	0.3	-0.9	-4	-4.8	-1
CNc1cc(CSC)nc(SCc2ccc(Cl)c(Cl)c2)n1	12	nt	1.1	1.1	nt	-0.5	5	-2.5	-2
Cc1ccc(SCc2ccc(C(=O)Nc3cccc([N+](=O)[O-])c3C)cc2)cc1	-13	-2.4	0.1	i	1.6	0.1	19	-0.9	4
CSCC(=O)N1CCC(Oc2cccc(C(=O)NCc3ccccn3)c2)CC1	-2	-0.6	0.5	i	1.1	-0.2	3	-2.0	0
CCC(=O)N1N=C(c2c(-c3ccccc3)c3cc(Cl)ccc3[nH]c2=O)CC1c1ccco1 (stereo unspecified)	30	nt	-2.6	-0.2	nt	0.8	-2	-2.5	0
O=C(Nc1cccnc1)c1cc(S(=O)(=O)N2CCCCC2)c(Cl)cc1Cl	5	2.6	-0.9	-0.8	-0.8	-1.0	-11	-4.5	-1
CCC(C)N(CCNC(=O)CC1Oc2ccccc2NC1=O)C1CCCCC1 (stereo unspecified)	-3	-1.5	-0.5	-0.5	-0.9	-0.9	12	2.2	3
CC1CCCC(C)N1S(=O)(=O)c1ccc(Cl)cc1 (stereo unspecified)	5	1.0	4.7	i	1.0	-0.6	-1	-0.5	2
Cc1c(C(=O)NCc2ccc3c(c2)OCO3)sc2nc(-c3ccc(F)cc3)cn12	30	-2.4	-1.9	-0.2	-4.3	0.5	5	-1.7	-1
